Tb PYK inh = blocks Trypanosoma brucei pyruvate kinase | TbPYK enzyme, Kinase-Glo Plus ATP luminescence, 45 min | Potency, µM (series often up to 76.8 µM), for the others: at the highest dose activity, negative = inhibition, actives largely listed as inhibitors | Q57TT1 | hit rate 0.12% among 410,000; note: potency is the fitted concentration of half-maximal effect; nearly all actives have a fitted effect of over 50% in size
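Readout: single end-point luminescence (Kinase-Glo Plus, 10 min). Reaction conditions were TbPYK/substrate plus 130 uM ADP, 45 min at RT, pH 7.2 TEA buffer. No-enzyme wells served as controls, and data were normalized before concentration-response fitting.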
LmPK inh = LmPK (Leishmania mexicana) enzyme inhibition; purified LmPK, Kinase-Glo ATP luminescence, 1 h; hit rate 0.37% among 290,000; Potency, µM (doses to about 57.5 µM), for inactives: at the top dose activity change, negative = inhibition, actives largely listed as inhibitors; Q27686; note: potency is the fitted concentration of half-maximal effect
Target sequence (Q27686 whole entry, looked up): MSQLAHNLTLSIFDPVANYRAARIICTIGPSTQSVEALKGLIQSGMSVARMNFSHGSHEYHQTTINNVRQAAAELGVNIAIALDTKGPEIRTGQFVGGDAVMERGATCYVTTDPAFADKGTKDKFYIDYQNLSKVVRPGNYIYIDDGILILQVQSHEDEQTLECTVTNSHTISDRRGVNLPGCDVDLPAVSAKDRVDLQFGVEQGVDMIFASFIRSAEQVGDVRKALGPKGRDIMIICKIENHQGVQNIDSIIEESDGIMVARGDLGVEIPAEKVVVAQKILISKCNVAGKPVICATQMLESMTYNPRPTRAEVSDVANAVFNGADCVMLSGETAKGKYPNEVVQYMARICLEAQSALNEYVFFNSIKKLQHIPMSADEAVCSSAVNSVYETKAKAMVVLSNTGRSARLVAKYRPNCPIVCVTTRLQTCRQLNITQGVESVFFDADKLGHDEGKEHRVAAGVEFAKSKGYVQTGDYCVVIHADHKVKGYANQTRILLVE
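In 50 mM imidazole pH 7.2 with 7 mM MgCl2, LmPK (0.1 nM) turned over PEP (0.5 mM) and ADP (0.1 mM) for 1 h at room temperature. Luciferase read-out of ATP.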
AmpC inh no detg = blocks E. coli AmpC beta-lactamase in detergent-free assay | P00811 | AmpC nitrocefin hydrolysis, absorbance 480 nm, 0.0001% Triton | Potency, µM (doses to about 57.1 µM), for inactives: at the highest dose activity change, negative = inhibition, actives largely listed as inhibitors | hit rate 0.52% among 330,000;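 note: potency is the fitted concentration of half-maximal effect; plate controls were no compound for no effect and no enzyme for full effect; nearly all actives have a fitted effect of over 20% in size; some results filed as inactive show a strong effect at the top dose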
Target sequence (P00811 whole entry, looked up): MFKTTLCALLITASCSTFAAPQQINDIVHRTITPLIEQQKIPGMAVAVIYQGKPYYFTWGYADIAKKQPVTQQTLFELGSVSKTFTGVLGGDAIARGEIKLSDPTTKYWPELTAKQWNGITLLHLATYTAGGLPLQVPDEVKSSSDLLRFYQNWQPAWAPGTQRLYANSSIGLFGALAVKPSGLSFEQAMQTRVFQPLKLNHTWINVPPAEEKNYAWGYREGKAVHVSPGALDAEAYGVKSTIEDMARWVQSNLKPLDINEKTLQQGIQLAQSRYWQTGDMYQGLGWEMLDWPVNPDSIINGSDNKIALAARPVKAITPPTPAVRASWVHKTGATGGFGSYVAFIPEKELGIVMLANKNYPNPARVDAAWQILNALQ
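AmpC (5.3 nM in the dispensed reagent) in 20 mM phosphate pH 7.0 with 0.01% (detergent screen) or 0.0001% Triton X-100 was preincubated with compounds for 15 min at room temperature. Nitrocefin was then added from an 800 uM solution, and hydrolysis was followed at 480 nm.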
AMA1 RON2 block = inhibitors of Plasmodium falciparum AMA1-RON2 interaction; AlphaScreen AMA1-biotinylated RON2 peptide binding; Potency, µM (titrated, usually from 58.2 µM), for the others: at the top dose activity change, negative = inhibition, most hits filed as inhibitors; hit rate 0.2% among 360,000;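 note: potency is the fitted concentration of half-maximal effect; 0% = vehicle wells and -100% = peptide control; nearly all actives have a fitted effect of over 45% in size; some results filed as inactive show a strong effect at the top dose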
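AMA1 (3D7) with his tag at 25 nM final met compounds first, then biotinylated RON2 peptide at 25 nM; detection used donor plus acceptor beads, 10 µg/mL apiece, read by AlphaScreen after 30 min at room temperature.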
HCMV antiviral = human cytomegalovirus inhibition. HFF cells, HCMV-luciferase reporter, 72 h; stronger effect = lower value. activity change, negative = inhibition, % at 57.5 µM. hit rate 4.5% among 410,000; in the data active = activity change below about -60%; inconclusive = no clear call, values can overlap the other calls; inactive = above about -39%
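Two compound doses tested in HFFs infected with HCMV-luciferase, MOI 1 PFU/cell, 72 h at 37C. Lysate luminescence read with OneGlo; data normalized against buffer-only and 10uM Salinomycin inhibitor controls.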
Sm TGR inh = blocks Schistosoma mansoni thioredoxin glutathione reductase; Q962Y6; purified TGR, DTNB reduction, TNB absorbance 405 nm; Potency, µM (highest dose often 114 µM), inactives show top-dose activity change, negative = inhibition, actives largely listed as inhibitors; hit rate 3% among 360,000; note: potency is the fitted concentration of half-maximal effect; nearly all actives have a fitted effect of over 60% in size
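TGR 20 nM + NADPH 100 uM (dispensed conc.), cpd preinc 15 min RT; start with NADPH (500 uM addition) then DTNB (15 mM addition). Kinetic TNB absorbance, 405 nm filter. Four-parameter Hill fit across titration.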
AmpC detergent = inhibitors of E. coli AmpC beta-lactamase with detergent | P00811 | AmpC hydrolysis of nitrocefin, absorbance 480 nm, 0.01% Triton | Potency, µM (titrated, usually from 114 µM), for the others: at the highest dose activity change, negative = inhibition, hits mostly inhibitors | hit rate 0.041% among 370,000 | AID 485294;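 note: potency is the fitted concentration of half-maximal effect; 0% = no-compound wells and -100% = no-enzyme wells; nearly all actives have a fitted effect of over 25% in size; some results filed as inactive show a strong effect at the top dose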
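AmpC (5.3 nM in the dispensed reagent) in 20 mM phosphate pH 7.0 with 0.01% (detergent screen) or 0.0001% Triton X-100 was preincubated with compounds for 15 min at room temperature. Nitrocefin was then added from an 800 uM solution, and hydrolysis was followed at 480 nm.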
Active calls of the source: *; u = inconclusive; x = not tested or not shown; & = joins results of further samples; ! = not confirmed by another sample; [ ] = remark or other dose. Unless noted, calls come from the whole dose curve; as a rule, active = well fitted curve in the direction sought with a large enough effect; inconclusive = small, poorly fitted or top-dose-only effect, or another doubt; inactive = no such curve, though single readings can be large; an effect the other way counts as inactive or inconclusive. Unless noted, % is set by controls: 0 for no effect and ±100 for the full control effect.

Compound,Tb PYK inh,LmPK inh,AmpC inh no detg,AMA1 RON2 block,HCMV antiviral,Sm TGR inh,AmpC detergent
COc1cc(OC)c(OC)cc1CN1CCc2nc(Nc3ccc4c(c3)OCCO4)ncc2C1,-4%,x,x,x,-25,u,-4%
Cc1ccc(CNC(=O)c2ccc(F)c(S(=O)(=O)N3CCOCC3)c2)cc1,2%,x,9%,2%,-14,-6%,0%
CC(C)(C)/C(O)=C/c1nc2ccccc2oc1=O,3%,2%,63%[activator],32%[activator],u,-1%,2%
Cc1ccsc1C(=O)NCCc1ccco1,0%,x,-31%,-2%,82,63%[activator],0%
COc1ccc(NC(=S)N2CCC(C(=O)c3ccc(OC)cc3)CC2)cc1,28%,2%,-2%,11%,-12,3%,-1%
O=C(/C=C/Nc1ccc(S(=O)(=O)Nc2cnc3ccccc3n2)cc1)c1cccnc1,-4%,2%,-16%,0%,0,u,2%
CCC1=Nc2cc(C(=O)N3CCC4(CC3)OCCO4)ccc2Sc2ccccc21,0%,3%,175%[activator],-7%,u,6%,5%
COc1ccc(Cc2nnc(NC(=O)CSc3ccc(C)cc3)s2)cc1OC,-8%,5%,-12%,1%,u,-12%,-1%
COc1cc(CCN(C(=O)c2cc3ccccc3[nH]2)C(C)c2nc3ccccc3[nH]2)cc(OC)c1 (stereo not given),-5%,x,x,-16%,18,x,x
O=C(OCc1nc2ccc(Cl)cc2n1CCO)c1ccc(O)cc1,3%,-3%,-24%,-5%,-10,-5%,-12%
COC(=O)CNC(=O)COC(=O)/C=C/c1cccs1,-1%,2%,-6%,-9%,0,10%,-7%
CN[C@H]1CCc2cc(OC)c(OC)c(OC)c2-c2ccc(N(C)CC(OC)OC)c(=O)cc21,4%,-12%,59%,2%,-74*,0%,-11%
CCOC(=O)c1cc(-c2ccc(/C=C3/C(=O)N(c4ccc(C(=O)O)cc4)N=C3C)o2)ccc1Cl,-11%,1%,-29%,u,6,-1%,1%
COCc1cc(Sc2ccc(Cl)cc2)nc(C)n1,-9%,-1%,26%,-6%,u,x,8%
O=C(NCCCc1nc2ccccc2n1Cc1ccc(Cl)cc1Cl)c1ccco1,0%,x,x,x,-12,8%,0%
COc1ccc(C(=O)NCCn2cc(SCc3ccc(C(F)(F)F)cc3)c3ccccc32)cc1OC,3%,x,x,x,-62*,-10%,-3%
CC(C)C[C@@H](CO)N1CCN(CCc2ccccc2)CCC1=O,-1%,0%,25%,11%,8,-1%,1%
COc1cc(C=C(c2nc3ccccc3s2)c2nc3ccccc3s2)ccc1O,-3%,0%,-35%,-47%,u,-14%,-11%
CCNC(=O)N1CCOCC1,3%,1%,-12%,-6%,-25,1%,-5%
CCOC(=O)c1sc(=NC(=O)CCSc2ccccc2)n(C)c1C,1%,0%,-10%,-16%,-20,0%,2%
O=[N+]([O-])c1ccc(CN2CCN(c3ccccc3)CC2)o1,6%,0%,-11%,-21%,-9,u,-11%
COc1ccc(N2CCN(CC(=O)Nc3ccc(-n4cnnn4)cc3)CC2)cc1,7%,2%,-8%,-2%,20,-10%,2%
CCOc1ccc(NC(=O)N(C2CCCCC2)C(C)c2ccncc2)cc1 (stereo not given),3%,-2%,-14%,16%,-8,-20%,4%
CC(=O)N1CCc2cc(S(=O)(=O)NC(C)c3ccccc3)ccc21 (stereo not given),1%,3%,-7%,3%,u,-2%,7%
Cc1c(/C=N/n2cnnc2)c2ccccc2n1CCOc1ccc(Cl)cc1,5%,0%,41%,-6%,u,0%,-13%
O=C1CCC(=O)N(O)CCCCCNC(=O)CCC(=O)N(O)CCCCCNC(=O)CCC(=O)N(O)CCCCCN1,7%,0%,-3%,102%[activator],-18,1%,-4%
CCC(C)Sc1cc(-c2nc3ccccn3c2NC2CCCCC2)ccc1OC (stereo not given),-11%&1%,x,-32%,-10%&-15%,-88*!,7%,-1%
Cc1c(/C(Cc2ccccc2)=N/O)c2ccccc2n1C,-6%,2%,-9%,-9%,8,-27%,5%
Cc1ccc(/C(N)=N/OC(=O)c2ccc(F)cc2)cc1,6%,-2%,-6%,0%,34,-1%,1%
COc1ccccc1NC(=O)C(=O)N/N=C(\C)CC(=O)Nc1ccccn1,3%,2%,-33%,70%[activator],-34,x,-8%
CC(C)N(C)Cc1cn(C)nc1-c1ccc(Oc2ccccc2)cc1,3%,4%,0%,6%,17,-11%,-12%
Cc1ccc(-c2nc(S(=O)(=O)c3ccc(C)cc3)c(N3CCOCC3)o2)cc1,28%,-1%,-7%,0%,-30,3.5µM*,2%
CCOP1(=O)C=C(Sc2ccc([N+](=O)[O-])cc2[N+](=O)[O-])C(C)(C)O1 (stereo not given),-10%,x,x,-3%,30,x,x
Cc1ccc(CNC(=O)C2CCCN(c3nc4ccccc4o3)C2)cc1 (stereo not given),2%,1%,-5%,-6%,6,-6%,-14%
O=C(CCCOc1ccc(Cl)cc1Cl)Nc1cccnc1,2%,1%,2%,1%,4,-9%,4%
CCOc1ccc(Br)cc1C(=O)N/N=C/c1ccccn1,16%,2%,-35%,72%[activator],x,6%,-6%
CCCNC(=O)c1onc(CSc2ccc(F)cc2)c1C(=O)NCCC,-4%,-4%,1%,18%,-15,-2%,-6%
COc1ccc(/C(O)=C2\C(=O)C(=O)N(c3cc(C)on3)C2c2cccc(OC)c2OC)cc1C (stereo not given),-5%,0%,-23%,0%,63,-4%,-10%
Cc1ccc(C(=O)N(C)CC(=O)Nc2cccc(F)c2)cc1S(=O)(=O)N1CCCCC1,5%,x,-2%,7%,-19,-9%,u
CN(c1ccccc1)S(=O)(=O)c1cccc(C(=O)NCC(=O)Nc2ccc(F)c(F)c2F)c1,2%,x,-49%,-2%,-39,x,x
CCOCCCNC(=O)c1c[nH]c2c(CC)cccc2c1=O,3%,0%,-1%,12%,101,2%[57.1 µM],-9%
O=C(Nc1ccccc1F)C1CCN(C(=O)NC2CCCCC2)CC1,-18%,-10%,0%,11%,0,5%,1%
CC1CCCCN1C(=O)COC(=O)c1n[nH]c2ccccc12 (stereo not given),5%,-13%,3%,8%,20,10%,-13%
COc1ccc2nc(-n3c(C)ccc3C)sc2c1,2%,0%,-7%,-5%,-20,-11%,u
Cc1ccc(OCC(=O)N2CCN(C(=O)CCC3CCCC3)CC2)cc1,-9%,-2%,93%[activator],-3%,x,-11%,-2%
CC(=O)NS(=O)(=O)c1ccc(N=c2ssc3c2-c2cc(C)ccc2NC3(C)C)cc1,-8%,0%,u,u,-24,-1%,-3%
O=C(O)Cn1cnc2scc(-c3cccs3)c2c1=O,-4%,15%,-18%,9%,71,5%,-2%
CCN(CC)S(=O)(=O)c1ccc(C(=O)Nc2nnc(C(C)C)s2)cc1,4%,0%,-24%,11%,-8,-1%,u
COc1ccc(C(=O)Oc2c(OC)cc(C(=S)N3CCOCC3)cc2OC)cc1OC,u,9%,121%[activator],13%,39,-23%,-18%
Cc1ccccc1-c1nc(-c2ccc(NC(=O)c3ccc4c(c3)OCO4)cc2)no1,x,-16%,-9%,1%,-79*,-2%,2%
COc1ccc(CCC(=O)NCc2ccccc2OC)cc1,-13%,0%,-12%,53%[activator],-13,-17%,u
CNCCOc1ccccc1-c1ccccc1,3%,-1%,-7%,-18%,72,-22%,1%
C=C(C1=CCN(S(=O)(=O)C(C)(C)C)[C@@H]1CCO)c1ccccc1,-8%,x,x,6%,-8,x,x
Cn1c(=O)[nH]c(=O)c2c1nc(Sc1ccccc1)n2CCc1ccccc1,-6%,4%,-14%,-5%,-16,6%,-5%
COc1cccc(CC(=O)NNC(=O)c2ccc3c(c2)OCO3)c1,-6%,1%,-15%,35%[activator],-7,8%,-4%
Cc1ccc2occ(CC(=O)N(Cc3ccc(Cl)cc3)C3CCS(=O)(=O)C3)c2c1 (stereo not given),1%,x,x,x,-6,4%,-1%
O=C(Nc1cccc(-n2cnnn2)c1)c1ccoc1COc1ccc(Cl)cc1,0%,-5%,7.1µM*,-8%,-27,-4%,-10%

Shown with each value named: entries from further up.
Compound: CCN(CC)S(=O)(=O)c1ccc(C(=O)Nc2nnc(C(C)C)s2)cc1
  Tb PYK inh: 4%; LmPK inh: 0%; AmpC inh no detg: -24%; AMA1 RON2 block: 11%; HCMV antiviral: -8; Sm TGR inh: -1%; AmpC detergent: u
Compound: COc1ccc(C(=O)Oc2c(OC)cc(C(=S)N3CCOCC3)cc2OC)cc1OC
  Tb PYK inh: u; LmPK inh: 9%; AmpC inh no detg: 121%[activator]; AMA1 RON2 block: 13%; HCMV antiviral: 39; Sm TGR inh: -23%; AmpC detergent: -18%
Compound: Cc1ccccc1-c1nc(-c2ccc(NC(=O)c3ccc4c(c3)OCO4)cc2)no1
  Tb PYK inh: x; LmPK inh: -16%; AmpC inh no detg: -9%; AMA1 RON2 block: 1%; HCMV antiviral: -79*; Sm TGR inh: -2%; AmpC detergent: 2%
Compound: COc1ccc(CCC(=O)NCc2ccccc2OC)cc1
  Tb PYK inh: -13%; LmPK inh: 0%; AmpC inh no detg: -12%; AMA1 RON2 block: 53%[activator]; HCMV antiviral: -13; Sm TGR inh: -17%; AmpC detergent: u
